Compound activity as filed in PubChem.
ALOX12 inh: Primary qHTS assay for inhibitors of human arachidonate 12S-lipoxygenase (ALOX12): Round 2 | Polyunsaturated fatty acid lipoxygenase ALOX12 (Homo sapiens), P18054 | hit rate 1.1% among 580,000 | purified 12hLO, xylenol orange hydroperoxide absorbance | Potency, µM (top dose mostly 108 µM), for the others: top-dose activity change, negative = inhibition, most hits filed as inhibitors | AID 1671190, 2021; active = well fitted inhibition curve with a large enough effect; inconclusive = small, poorly fitted or top-dose-only effect, or another doubt; inactive = no such curve, though single readings can be large or run the other way
Target sequence (P18054 whole entry, looked up): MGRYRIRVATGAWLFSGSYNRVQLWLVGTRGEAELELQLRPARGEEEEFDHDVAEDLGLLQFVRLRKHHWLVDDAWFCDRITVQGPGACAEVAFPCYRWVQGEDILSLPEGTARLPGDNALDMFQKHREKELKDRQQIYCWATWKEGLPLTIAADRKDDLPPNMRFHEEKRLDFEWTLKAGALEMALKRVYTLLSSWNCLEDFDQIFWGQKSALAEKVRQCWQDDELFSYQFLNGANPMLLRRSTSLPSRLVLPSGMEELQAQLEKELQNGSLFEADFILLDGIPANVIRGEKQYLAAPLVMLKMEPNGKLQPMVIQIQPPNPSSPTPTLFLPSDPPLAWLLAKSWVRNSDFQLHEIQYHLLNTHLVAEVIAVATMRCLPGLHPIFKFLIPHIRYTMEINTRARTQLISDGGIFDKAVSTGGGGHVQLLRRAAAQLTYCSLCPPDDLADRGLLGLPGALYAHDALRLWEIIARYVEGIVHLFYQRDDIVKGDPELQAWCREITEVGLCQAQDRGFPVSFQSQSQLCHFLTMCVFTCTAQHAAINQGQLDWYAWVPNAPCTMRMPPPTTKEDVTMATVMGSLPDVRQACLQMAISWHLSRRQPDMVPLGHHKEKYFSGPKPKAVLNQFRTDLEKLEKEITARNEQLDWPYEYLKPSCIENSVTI
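Purified human 12hLO (150 nM final) in 25 mM Hepes, 0.01% Triton X-100, pH 7.0 was preincubated 15 min at room temperature with compound. Then 40 uM arachidonic acid was added, 30 min. Hydroperoxide was read by Fe-XO absorbance ratio 573/405 nm.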
* marks the source's active call; other numbers are inactive results; ? = inconclusive; [ ] = remark or other dose. % is scaled to controls: 0 for no effect and ±100 for the full control effect; potency is read from the fitted curve at half-maximal effect. Not all compounds are listed. The share of hits here may be higher or lower than overall.

ALOX12 inh | mol
-31.6% | CC1=C(C(=O)Nc2ccccc2)C(c2ccc(C)cc2)NC(=S)N1 (stereo not drawn)
46.6%[activator][176 µM] | CC(C)(C)CN1CC[C@H]2COC(=O)N2c2cc(F)ccc2C1
37.3%[activator] | O=C(CN1CCCc2nc(-c3ccncc3)ncc2C1=O)NCCN1CCOCC1
1.0% | Cc1ccc2nc(-c3ccccc3C)c(CN(CC3CCCO3)C(=O)c3cccs3)cc2c1 (stereo not drawn)
-1.6% | O=C(COc1ccc2c(-c3ccccc3)cc(=O)oc2c1)NC1CCCC1
20µM* | O=C(Nc1cccc(F)c1)c1cc(-c2ccc[nH]2)n[nH]1
25.1% | O=C(Nc1cccc(-n2cccn2)c1)C1CCCN1C(=O)c1ccoc1 (stereo not drawn)
-21.7% | COC(CNC(=O)c1cc(-c2ccccc2)nc2ccccc12)OC
? | OC(CNC12CC3CC(CC(C3)C1)C2)COc1ccc(Cl)cc1Cl (stereo not drawn)
-22.4%[176 µM] | COc1ccc(OCC2(C)COc3ccc(C(=O)N(C)c4ccccc4)cc3N2)cc1 (stereo not drawn)
21.0% | COc1ccc(CC(=O)Nc2ccc3ncnc(N4CCCCC4)c3c2)c(Cl)c1
? | CC(C)(C)NC(=O)/C(C#N)=C\c1ccc(OC(F)F)cc1
39.6%[activator] | CCC1(O)CCC12CCN(C(=O)c1cccs1)CC2 (stereo not drawn)
-5.3% | CNC(=O)Cc1ccc(-n2c(=O)c3ccccc3n(CC(=O)Nc3ccc(C)c(C)c3)c2=O)cc1
1.2% | COc1ccc(CN2CCc3nc(C(=O)NCc4cccc(F)c4)oc3CC2)cc1OC
61.4%[activator] | Cc1sc(-c2ccco2)nc1C(=O)NC(c1ccccc1)c1nccn1C (stereo not drawn)

Entries above that have a Cl atom:
ALOX12 inh | mol
? | OC(CNC12CC3CC(CC(C3)C1)C2)COc1ccc(Cl)cc1Cl (stereo not drawn)
21.0% | COc1ccc(CC(=O)Nc2ccc3ncnc(N4CCCCC4)c3c2)c(Cl)c1

Later entries:
ALOX12 inh | mol
-62.8% | Cc1ccc(NC(=O)CN(C)C(=O)CCNS(=O)(=O)c2ccc(C)cc2)cc1
-0.5% | COc1ccc(NC(=O)c2ccc(NC(=O)C3(C#N)CCCC3)cc2)cc1
-28.1% | O=S(=O)(c1ccc2nc(N3CCN(c4ccccc4F)CC3)ccc2c1)N1CCCC1
-2.7% | CCCN1CCC2(CCN([S+](=O)([O-])c3cccs3)CC2)Oc2ccccc21
19.7% | Cc1ccc(C(=O)N2CCC3(CC2)CC(N(Cc2ccccc2)C2CC2)CCO3)cc1 (stereo not drawn)
? | O=C(CN1C(=O)CSc2ccccc21)NO
61.9%[activator] | O=C(CCn1ccc(=O)[nH]c1=O)NC1CCCN(CCCc2ccccc2)C1 (stereo not drawn)
1.9%[6.33 µM] | C[S+](=O)([O-])c1ccc(-c2nc(C(=O)N3CCOCC3)n3ccncc23)cc1
24.4% | Cc1ccc(S(=O)(=O)N2CCc3nc(N(C)Cc4cccnc4)[nH]c(=O)c3CC2)cc1
61.9%[activator][176 µM] | Cn1ccc2c(C(=O)NCCc3cnc[nH]3)nc(-c3ccc(N4CCOCC4)cc3)cc21
0.3% | CCCOc1ccc(C2CC(=O)Nc3c2c(=O)nc(SCc2ccc(F)cc2)n3C)cc1 (stereo not drawn)
? | COc1ccc(-c2ccc3c(c2)C(=O)N2CC[C@H](NC(=O)COCC(=O)O)[C@H]2C(=O)N3)c(OC)c1
-20.3% | CCc1ccc(CNC(=O)c2c(C)oc3nc(C)nc(N4CCCC4)c23)cc1
0.447µM* | O=C(C1CCCN(Cc2cccc3ccccc23)C1)N1CCCCC1 (stereo not drawn)
14.3% | COc1ccc(C(=O)N[C@@H]2CCC[C@@H]2C(=O)N2CCN(c3cc(C)ccc3C)CC2)cn1
14.1µM* | CCC(=O)Nc1ccc(-c2csc(NCCOC)n2)cc1

Reformatted: entries from further up
SMILES	ALOX12 inh
O=C(Nc1cccc(-n2cccn2)c1)C1CCCN1C(=O)c1ccoc1 (stereo not drawn)	25.1%
COC(CNC(=O)c1cc(-c2ccccc2)nc2ccccc12)OC	-21.7%
OC(CNC12CC3CC(CC(C3)C1)C2)COc1ccc(Cl)cc1Cl (stereo not drawn)	?
COc1ccc(OCC2(C)COc3ccc(C(=O)N(C)c4ccccc4)cc3N2)cc1 (stereo not drawn)	-22.4%[176 µM]

Carrying on.
ALOX12 inh | mol
65.5%[activator] | Cc1ccc(CN2CCC(C(=O)N3CCCCCCNC(=O)CC3)CC2)o1
18.7% | C=CCn1cc(CN(Cc2ccc(SC)cc2)C2CC2)c(C)n1
? | COc1ccc(CN2CC3(C2)C(=O)N(Cc2cccc(Cl)c2)C(=O)[C@@H]2C[C@@H](O)CN23)c2ccccc12
-1.1% | CC(C)CC(O)C(=O)N1CCC(n2nccc2NC(=O)c2ccccc2)CC1 (stereo not drawn)
? | CCOC(=O)c1ccc(N2CCN(C(C)=O)CC2)c(NC(=O)c2ccccc2C)c1
8.3% | OC1(c2cccc(C(F)(F)F)c2)CCN(Cc2nc(-c3cccs3)no2)CC1
? | O=C(c1ccco1)N1CCCCCC1CN1CCOCC1 (stereo not drawn)
10.0%[176 µM] | O=C1Nc2cc(Cl)ccc2C(=O)N2CCN(C(=O)c3ccccc3)C[C@H]12
-0.4%[176 µM] | COc1ccc(NC(=O)c2cnc3c(c2)N(C(=O)Cc2ccccc2OC)CCC3)cn1
? | N/C(=C\C(=O)C(F)(F)F)c1ccc(Cl)cc1
19.0% | O=C1CC(c2nc3ccccc3n2CCN2CCOCC2)CN1c1ccccc1 (stereo not drawn)
17.7%[176 µM] | O=C(NCCCn1ccnc1)c1nc(-c2ccccc2)cc2[nH]ccc12
? | C=C(C)COc1cc(O)c2c(=O)cc(-c3ccccc3)oc2c1
? | O=C(Nc1cc(F)ccc1F)c1cc(-c2ccco2)nc2ccccc12
67.6%[activator] | Cn1cnc(C(=O)N2CCC(OC3CCN(Cc4cccnc4)CC3)CC2)c1
? | O=C1Nc2ccc(-c3ccccc3F)cc2C(=O)N2CCN(C(=O)c3ccccc3)C[C@H]12
? | COc1ccc(C(CC(=O)Nc2cccc(-c3ccno3)c2)n2cccc2)cc1 (stereo not drawn)
23.6% | CN(CC1(C)CCOCC1)C(=O)NC1CCCC1
38.5% | O=C(NCC(c1cccs1)N1CCOCC1)c1cccc(NC(=O)c2cccs2)c1 (stereo not drawn)
1.7% | O=C(CCc1ncc(-c2ccccc2)o1)Nc1ccccn1
8.4% | CNC(=O)[C@@H]1C[C@H](Oc2ccccc2)CN1C(=O)C(C)C
24.7% | Cc1nc2cc(NC(C)C(=O)Nc3ccc(Cl)cc3)ccc2o1 (stereo not drawn)
? | Nc1ccc(Sc2ccc(Cl)cc2)cc1
5.01µM* | CN(C)c1ccc(C(=O)N2CCC3(CC2)NC(=O)N(c2cccc(F)c2)N3)cc1
-12.6% | N#Cc1cn(C2CC2)c(=O)n(Cc2coc(-c3cccc(F)c3)n2)c1=O
? | N#CC1=C(SCC(=O)c2ccc(Br)cc2)NC(=O)C(C#N)C12CCCCC2 (stereo not drawn)
-6.1% | COc1ccc(C2CC(=O)C(c3ccc4ccccc4c3)=CN2Cc2ccccc2)cc1 (stereo not drawn)
30.4%[activator] | O=C(C1CCC1)N1CCC(c2noc(-c3cccnc3)n2)C1 (stereo not drawn)
46.8%[activator] | COc1ccc(CCC(=O)N2C[C@@H](Oc3ccccc3)C[C@H]2C(=O)N2CCOCC2)cc1
16.0% | O=C(Cc1ccccc1F)N1C[C@@H](CO)[C@H](c2nc(C3CC3)no2)C1
16.4%[176 µM] | CC(=O)Nc1ccc([C@@H](O)[C@H]2COCC(=O)N2CC(C)C)cc1
57.7% | O=C(CCc1cc2n(n1)CCCNC2)N1CCCC1c1nc2ccccc2[nH]1 (stereo not drawn)
-14.4% | CCCCN(C)c1ncnc2c1sc1nc(-c3ccco3)c3c(c12)CC(C)(C)OC3
16.7%[176 µM] | CN(C)CCN(C)[C@@H]1[C@H](O)[C@H](CO)O[C@@H]1CNC(=O)c1cccs1
14.2% | Cc1cccc(OCC(=O)N2CCCC(c3[nH]ccc3C(N)=O)C2)c1 (stereo not drawn)
6.7% | COc1cccc(NC(=O)NC[C@@H]2C=C(C)[C@H](CC(=O)N3CCN(c4ccccn4)CC3)C[C@H]2C(C)C)c1
45.0%[activator] | CNC(=O)N1CCC(C2CCN(C(=O)C3CC=CC3)C2)CC1 (stereo not drawn)
55.8%[activator] | NS(=O)(=O)c1ccc(C(=O)N[C@H](c2cccs2)C2CC(O)C2)cc1 (stereo partly drawn)
4.6%[176 µM] | CN(Cc1ccccc1)C(=O)[C@@H]1Cc2nc[nH]c2CN1C(=O)CC(C)(C)CC(=O)O
59.2%[activator] | CCOCCCNC(=O)NCC12CCCC=C1NC(=O)CC2 (stereo not drawn)
-29.0% | CCCCn1c(=O)[nH]c(=O)c2c1nc(CNc1cccc(F)c1)n2CCC(C)C
6.6%[6.33 µM] | FC(F)(F)c1cccc(C2=NOC3(CCN(Cc4ccccc4)C3)C2)c1 (stereo not drawn)
20.4% | CCc1nncn1C1CCN(S(=O)(=O)c2ccccc2)CC1
39.9%[activator] | COc1cccc(Cc2nc(C3CC(=O)N(C4CCCCC4)C3)no2)c1 (stereo not drawn)
49.9%[activator] | O=C1NCCCCCCN(Cc2ccncc2)[C@@H]2CN(S(=O)(=O)c3cccc(F)c3)CC[C@@H]12
22.8% | COc1ccc(CNC(C)=O)cc1
53.4%[activator] | O=C1NCCCc2[nH]c(-c3cnn(-c4ccc(F)cc4)c3)nc21
-12.5% | O=C(NC(Cc1ccccc1)C(=O)NCc1cccs1)c1ccco1 (stereo not drawn)
22.6% | Cc1nc(C)c(CC(=O)NC2CCCN(C3CCCCCC3)C2)c(=O)[nH]1 (stereo not drawn)
10.3% | CC(Sc1nnc2ccccn12)C(=O)c1ccc(Br)cc1 (stereo not drawn)
? | COc1ccc(C(=O)CCC(=O)OCC(=O)c2ccc(Cl)c(Cl)c2)cc1
? | CCN(CC)Cc1ccc(CNC(=O)/C=C/c2cccs2)cc1
? | COc1ccc(CCNCCc2ccc(OC)cc2)cc1
40.4%[activator] | CN1CCCN(C[C@@H]2CN(C(=O)c3ccn(C)n3)C[C@@H]2CO)CC1
38.7%[activator] | CC1(C(=O)N2C[C@@H](Oc3cccnc3)C[C@H]2C(=O)N2CCCC2)CCCCC1
2.7% | Nc1nc(Cl)nc2c1ncn2C1OC(CO)C(O)C1O (stereo not drawn)

The list continues.
ALOX12 inh | mol
15.0% | CCNC(=O)[C@@H]1C[C@H](NC(=O)c2scnc2C)CN1Cc1nc(C)no1
34.3%[activator] | CC(NC(=O)c1ccc(-c2ccccc2Cl)o1)c1ncnn1C (stereo not drawn)
-80.9% | CC(NC(=O)C1CC1)c1cccnc1 (stereo not drawn)
-1.6% | COc1ccccc1C(=O)N1CCC(N2C[C@H](O)C[C@H]2C(=O)NC2CCCCC2)CC1
20.1% | CCS(=O)(=O)N1CCC(n2c(C)cnc2C2CC2)CC1
? | Cc1nc2ccccc2c(C)c1CC(=O)N(Cc1ccco1)Cc1ccco1
3.4% | CN(C)C(=O)N1CCCCC(NC2CCN(c3ccc4c(c3)CCC4)CC2)C1 (stereo not drawn)
6.3% | Cc1cccc(NC(=O)C2(c3cccc(Br)c3)CC2)n1

Three compounds from above, ordered by molar mass, highest first:
ALOX12 inh | mol
3.4% | CN(C)C(=O)N1CCCCC(NC2CCN(c3ccc4c(c3)CCC4)CC2)C1 (stereo not drawn)
15.0% | CCNC(=O)[C@@H]1C[C@H](NC(=O)c2scnc2C)CN1Cc1nc(C)no1
? | Cc1nc2ccccc2c(C)c1CC(=O)N(Cc1ccco1)Cc1ccco1

Later entries:
ALOX12 inh | mol
? | CCC(NC(=O)C1CCCN(c2cnc3nccnc3c2)C1)c1ccc(OC)cc1 (stereo not drawn)
42.2% | COC[C@@H]1CN(Cc2cnn(C)c2C)C[C@H]1c1nc(C2CC2)no1
-1.3% | CCn1c2c(n(C(C)=O)c1=O)C[C@@H](c1ccccc1)[C@@H](C)[C@@H](C(=O)N1CCCC1)C2
13.0%[176 µM] | COc1ccc2nc3n(c2c1)[C@@H](CNC(=O)c1ccc(F)cc1)COC3
0.0% | O=C(NC1CC1)[C@@H]1C[C@H](Oc2ccccc2)CN1C(=O)CCC1CCCC1
9.0% | O=C(Sc1ccc(Oc2ccc(SC(=O)c3ccco3)cc2)cc1)c1ccco1
? | CCOc1ccc(/C=C2/NC(=O)NC2=O)cc1I
-2.8% | CC1CCN(C(=O)CCSc2nc(-c3ccc4c(c3)OCO4)cc(C(F)(F)F)n2)CC1
-8.7% | COc1ccc(NC(=O)C2CCC2)c2cccnc12
-2.6% | CCC(Sc1nncn1CCOC)C(=O)c1ccc(OC)cc1 (stereo not drawn)
-0.4% | CCC(C)NC(=O)C1=CC(c2cccs2)=NS(=O)(=O)N1C (stereo not drawn)
25.4% | CC(C)NC(=O)N1CCOc2ccc(CCC(N)=O)cc2C1
33.4%[activator] | O=C(NCCc1ccccc1)N1CCC(c2noc(-c3ccccn3)n2)C1 (stereo not drawn)
43.3%[activator] | COCCC1(NC(=O)C(C)c2ccccc2)CCN(S(C)(=O)=O)CC1 (stereo not drawn)
-27.3% | O=C(COc1ccc2c(=O)c(Oc3ccc(F)cc3)coc2c1)NCc1ccc(F)cc1
? | O=[N+]([O-])c1cc(S(=O)(=O)N/N=C/c2cccs2)ccc1Cl
-1.8% | Cc1csc(/C(C#N)=C\c2ccc(OC(F)(F)F)cc2)n1
-19.4%[176 µM] | O=C1COc2ccc(-c3ccoc3)nc2CN1Cc1ccccc1
-41.5% | CCCn1c(C)cc(C(=O)CC#N)c1C
